Mdm2 MdmX PPI – human Mdm2/MdmX binding inhibition; SaOS-2 split-luciferase Mdm2/MdmX complementation, luminescence; hit rate 3% among 330,000; inhibition, % at 8 µM; AID 485346; O15151+Q00987;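 active = inhibition of at least 50% at 8 µM in the primary screen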
697 NFkB inh – inhibitors of the PMA/ionomycin-induced NF-kB reporter in 697 B cells | hit rate 0.33% among 330,000 | 697 B-cell NF-kB luciferase reporter, 16 h | AID 435022 | inhibition, % at 4 µM; in the data active = inhibition above about 35%
EBI2 antag – EBI2 (human) antagonism | AID 651636 | inhibition, % at 5 µM | P32249 | hit rate 0.81% among 360,000 | EBI2 beta-arrestin recruitment, luminescence, 7a,25-OHC stimulated; in the data active = inhibition above about 38%;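 also: enzyme fragment complementation signal reports receptor beta-arrestin coupling in cells; 0% = agonist plus DMSO wells and 100% = wells without agonist; some results beyond the cut were filed as inactive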
Target sequence (P32249 whole entry, looked up, the tested form may be a part): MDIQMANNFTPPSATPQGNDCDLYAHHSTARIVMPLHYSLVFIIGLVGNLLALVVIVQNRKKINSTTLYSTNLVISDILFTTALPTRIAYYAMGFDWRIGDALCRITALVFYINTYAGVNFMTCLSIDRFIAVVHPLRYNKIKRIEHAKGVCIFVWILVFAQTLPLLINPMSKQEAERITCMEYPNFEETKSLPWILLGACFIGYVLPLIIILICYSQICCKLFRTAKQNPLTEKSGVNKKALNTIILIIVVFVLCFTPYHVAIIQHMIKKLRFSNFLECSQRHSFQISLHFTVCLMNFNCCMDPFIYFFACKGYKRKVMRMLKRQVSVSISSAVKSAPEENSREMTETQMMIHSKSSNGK
XBP1 UPR activ – adaptive UPR (XBP1) activation; CHO-XBP1 luciferase reporter, IRE1-XBP1 UPR activation, luminescence; percent of tunicamycin response, DMSO as zero; activation, % at 20 µM; hit rate 0.33% among 330,000;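 active = versus positive control, 20 µM dose yields 30% or more activation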;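 also: 100% = tunicamycin at 10 µg/mL and 0% = DMSO only wells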
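Material: CHO-XBP1 cells stably carrying IRE1-XBP1-driven luciferase reporter / Amount: 1000 cells per well / Compound: 20 µM, 1% DMSO / Times: 6 h treatment, 37 °C / Detection: luciferase luminescence / Measure: % activation of reporter signal versus tunicamycin and DMSO controls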
CCR6 antag – antagonists of human CCR6 receptor; P51684; inhibition, % at 20 µM; hit rate 0.49% among 340,000; CHO-K1 CCR6 PathHunter beta-arrestin, luminescence, CCL20-stimulated;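 active = compounds whose inhibition of the agonist-driven luminescence signal at 20 µM reaches about 50%, limit read from the data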;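 also: cells stimulated with CCL20 at 14 nM final; plate controls were DMSO with CCL20 for no effect and DMSO without agonist for full effect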
Target sequence (P51684 whole entry, looked up): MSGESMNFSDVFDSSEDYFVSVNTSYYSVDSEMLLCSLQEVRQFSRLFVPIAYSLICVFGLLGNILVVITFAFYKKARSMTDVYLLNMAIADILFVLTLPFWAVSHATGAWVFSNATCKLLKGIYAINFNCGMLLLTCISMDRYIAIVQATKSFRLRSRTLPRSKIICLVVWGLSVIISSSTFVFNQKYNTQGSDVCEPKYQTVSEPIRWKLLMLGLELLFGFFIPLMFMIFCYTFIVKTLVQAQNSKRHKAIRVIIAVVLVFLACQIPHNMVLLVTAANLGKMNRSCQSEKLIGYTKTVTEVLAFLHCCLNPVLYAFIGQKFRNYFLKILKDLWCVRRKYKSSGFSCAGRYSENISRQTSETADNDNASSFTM
CXCR6 block – inhibitors of human CXCR6 receptor. O00574. CHO-K1 PathHunter CXCR6 beta-arrestin, luminescence. inhibition, % at 20 µM. hit rate 0.36% among 360,000; in the data active = inhibition above about 34%, passing the limit was not always enough;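 also: antagonist mode with CXCL16 agonist at 10 nM final; 0% = 10 nM CXCL16 with DMSO and 100% = unstimulated wells without agonist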
Target sequence (O00574 whole entry, looked up): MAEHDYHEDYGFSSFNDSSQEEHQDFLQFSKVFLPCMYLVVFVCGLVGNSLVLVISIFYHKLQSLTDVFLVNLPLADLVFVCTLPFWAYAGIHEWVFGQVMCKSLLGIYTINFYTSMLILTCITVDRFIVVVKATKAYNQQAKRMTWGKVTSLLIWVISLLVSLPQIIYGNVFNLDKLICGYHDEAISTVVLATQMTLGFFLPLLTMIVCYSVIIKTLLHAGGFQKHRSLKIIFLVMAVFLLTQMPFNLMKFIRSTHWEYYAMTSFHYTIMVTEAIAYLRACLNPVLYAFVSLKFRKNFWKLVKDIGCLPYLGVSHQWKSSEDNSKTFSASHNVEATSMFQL
CHOP UPR activ – activators of apoptotic arm of unfolded protein response (CHOP). CHO-CHOP luciferase reporter, UPR activation, luminescence; percent of tunicamycin response over DMSO baseline. activation, % at 10 µM. hit rate 0.34% among 330,000. AID 449763;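 active = at 10 µM dose, activation of 40% or more, normalized to positive control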;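 also: 100% = tunicamycin at 10 µg/mL and 0% = DMSO alone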
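assay system = CHO CHOP reporter cells | amount = 500 CHO-CHOP cells per well | buffer or medium = F12 with 10% FBS | incubation = 16-18 h cell attachment, then 6 h compound exposure, 37 °C | detection = luminescence read with Steady-Glo | read-out = percent activation relative to tunicamycin control | controls = tunicamycin high control, DMSO low control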
Gli-Sufu antag – blocks Gli-Sufu signaling in a luciferase reporter; Sufu-KO-LIGHT fibroblasts, Gli luciferase reporter luminescence; inhibition, % at 5 µM; hit rate 0.74% among 340,000;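 active = inhibition above about 55%, limit read from the data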;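 also: 0% = DMSO-treated cells and 100% = wells with medium but no cells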
Jurkat NFkB inh – lowers PMA/ionomycin-induced NF-kB signal in Jurkat cells | hit rate 0.53% among 330,000 | AID 435003 | PMA/ionomycin-induced NF-kB luciferase reporter, luminescence | inhibition, % at 4 µM; in the data active = inhibition above about 50%
The depositor's hits bear a star; x = no result given.

SMILES	Mdm2 MdmX PPI	697 NFkB inh	EBI2 antag	XBP1 UPR activ	CCR6 antag	CXCR6 block	CHOP UPR activ	Gli-Sufu antag	Jurkat NFkB inh
C=CCN1CN=C(NS(=O)(=O)c2ccc(NC(C)=O)cc2)NC1	-2	12	-7	0	-11	-1	-1.0	1	-14
CCN(CC)C(=O)[C@H]1C[C@H](CC(=O)NCc2cccc(C(F)(F)F)c2)C(=O)N2CCc3c([nH]c4cc(CCC(=O)N(C)C)ccc34)[C@]12C	20	22	-1	-1	15	6	0.8	1	x
CC(C)Cn1c(-c2csc3c2CCCC3)n[nH]c1=S	-7	-12	-8	0	-2	-7	0.5	-19	7
CC(=O)N1CCc2cc(S(=O)(=O)Nc3ccc(C)cc3C)ccc21	26	0	-1	-6	3	-11	-0.4	8	13
Cc1cc2c(c(=O)n1C)C(Cc1ccccc1)C(C#N)=C(N)O2 (stereo not drawn)	-39	14	0	-2	-2	-10	-3.6	-2	5
COc1cc2cnc(-c3ccccc3)c(-c3cccc(C(F)(F)F)c3)c2cc1OC	43	14	-7	1	10	2	2.3	2	27
Cc1nn(-c2ccc(F)cc2)c(Cl)c1C(=O)N(C)CC(=O)Nc1cccc(F)c1	12	-3	-11	-1	1	-6	0.1	15	9
CCNC(=O)c1ccc(NC(=O)CC2SC(N3CCCCC3)=NC2=O)cc1 (stereo not drawn)	25	22	5	0	3	-6	0.6	4	-9
CCOC(=O)C1=C(N)OC2=C(C(=O)CCC2)C1c1sccc1C (stereo not drawn)	-17	-33	-1	2	6	-3	1.2	1	-3
O=C(c1c(F)cccc1F)N1CCN(c2ncc(Br)cn2)CC1	-8	-27	3	-1	10	-2	1.7	14	-13
COc1ccc(C)cc1S(=O)(=O)n1c([N+](=O)[O-])cnc1C	11	9	-1	-2	-7	4	1.3	4	-16
O=C(COC(=O)CSc1ccc2ccccc2c1)NC1CC1	11	14	-3	-2	9	3	0.6	-3	6
COc1ccccc1Nc1nc(C)cc(C)c1C(N)=O	19	8	-15	-3	6	1	0.5	0	5
Cc1ccc2cc(C#N)c(N3CCCN(C(=O)C4CCCO4)CC3)nc2c1C (stereo not drawn)	5	13	0	1	2	-6	5.5	-18	1
CCOP(=O)(OCC)c1ccccc1OCP(C)(=O)COc1ccccc1P(=O)(OCC)OCC	33	8	-2	0	8	2	0.4	-7	0

Next section, starting with the last 2 of the part before.
SMILES	Mdm2 MdmX PPI	697 NFkB inh	EBI2 antag	XBP1 UPR activ	CCR6 antag	CXCR6 block	CHOP UPR activ	Gli-Sufu antag	Jurkat NFkB inh
Cc1ccc2cc(C#N)c(N3CCCN(C(=O)C4CCCO4)CC3)nc2c1C (stereo not drawn)	5	13	0	1	2	-6	5.5	-18	1
CCOP(=O)(OCC)c1ccccc1OCP(C)(=O)COc1ccccc1P(=O)(OCC)OCC	33	8	-2	0	8	2	0.4	-7	0
CCC(C)Oc1nc2ccccc2nc1NS(=O)(=O)c1ccccc1 (stereo not drawn)	-51	-41	-4	-1	-1	-7	1.1	-16	-5
Cc1ccc(NC(=O)N2CCCC2C(=O)NCc2ccc3c(c2)OCO3)cc1 (stereo not drawn)	-4	6	-9	-4	5	-1	-1.0	-3	-9
COc1ccc(OC(=O)c2cn(C)nc2C(F)(F)F)cc1	-13	-9	3	1	21	-6	3.5	-11	-10
CCOC(=O)C1CCN(C(=O)C2CCCN(S(=O)(=O)c3ccc(OCC)c(Cl)c3)C2)CC1 (stereo not drawn)	8	-39	-12	-3	4	-8	1.0	44	12
CCc1ccc(NC(=O)CSc2nc3cc(C(=O)OC)ccc3c(=O)n2Cc2ccco2)cc1	19	21	9	0	3	-9	2.7	3	3
CN(c1ccccc1)c1ccc(/C=c2\s/c(=C(/C#N)C(=O)C(C)(C)C)n(Cc3ccco3)c2=O)cc1	11	1	x	1	x	x	-0.8	x	-1
COc1ccc(CNC(=O)CC(C)S(=O)(=O)c2ccc3c(c2)NC(=O)CO3)cc1 (stereo not drawn)	8	1	2	-4	6	-7	0.1	-3	11
O=C(O)/C=C/C(=O)Nc1ccc(O)cc1	24	4	4	-1	0	-9	0.4	-1	2
COc1ccc(C(=O)COC(=O)/C=C/c2ccc(S(=O)(=O)Nc3cccc(S(N)(=O)=O)c3)cc2)cc1	4	-42	-2	-2	5	5	-0.7	7	-1
COC(=O)c1ccc(Sc2ccccc2NS(=O)(=O)c2ccc(NC(C)=O)cc2)nc1	-24	-3	-11	0	2	-9	-1.1	3	-17
O=C(CSc1cccc(C(F)(F)F)c1)N1CCN(S(=O)(=O)c2ccccc2)CC1	-2	-2	16	-6	7	0	0.1	3	14
COc1ccccc1CN(C(=O)Cc1cccs1)C(C(=O)NC1CCCC1)c1ccncc1 (stereo not drawn)	-5	-10	12	-1	19	4	-3.3	56*	-17
COc1ccccc1N1CCN(C(=O)c2cc(-c3ccccc3)on2)CC1	-40	-4	63*	3	5	27	3.3	7	0
COC(=O)CC/C(C)=N\Nc1ccc([N+](=O)[O-])cc1[N+](=O)[O-]	-13	1	-10	1	-2	-4	5.1	5	0
COc1ccc(NC(=S)N2CCC(Cc3ccccc3)CC2)cc1	19	21	21	-4	-9	-8	-1.0	62*	-6
CCN(CC)CCN(Cc1cc2cc(C)ccc2[nH]c1=O)C(=S)Nc1ccccc1	33	-8	3	-2	12	14	1.3	40	2
Cn1ccnc1C(O)(c1nnc(-c2ccccc2)o1)C(F)(F)F (stereo not drawn)	18	-9	-6	-1	-11	2	-0.7	-2	-4
CC(c1ccccc1)N1C(=O)c2ccccc2C1O (stereo not drawn)	5	8	-3	0	4	-1	1.1	1	-1
COc1cccc(CNC(=O)C2CCN(c3nn4c(=O)cc(C)nc4s3)CC2)c1	10	-14	-13	-5	3	-16	1.3	-4	16
COC(C(=O)N/N=C/c1ccc(OCC(=O)N2CCOCC2)cc1)c1ccccc1 (stereo not drawn)	-3	24	6	-5	-1	2	1.2	10	17
c1ccc2nc3c(nc2c1)c1ccccc1n3CCN1CCOCC1	-20	-56	-5	4	5	4	-0.9	27	-96
O=C(NCCN1CCOCC1)C(=O)NCC1CCCO1 (stereo not drawn)	14	2	5	-4	1	2	-1.2	5	-3
O=C(CSc1ncnc2ccccc12)NCC(=O)c1ccccc1	1	5	-3	-3	3	-1	0.2	5	-12
O=C(CNCc1ccccc1)NCCCN1CCCC1=O	-3	-3	-3	-4	-1	-7	1.2	25	-10
CCCn1c(N2CCN(C(=O)NCc3ccccc3)CC2)nc2ccccc21	-4	-3	12	-3	16	11	1.7	57*	-3
Clc1ccc2nnnc(-c3ccccc3)c2c1	x	x	-2	x	-1	3	x	-8	x
Cc1c(C(=O)N(C)CCc2cnn(C)c2)oc2c(F)cccc12	0	-17	-5	-2	-4	-2	2.1	-5	-11
CC(c1ccco1)N(C(=O)c1cccc(S(=O)(=O)N(C)C)c1)c1ccccn1 (stereo not drawn)	8	0	11	3	6	-1	1.8	-4	-6
Cc1c(C)n(C(=O)CSc2nncn2C)c2ccccc12	-2	13	0	-2	10	-7	-1.3	11	15
CC1CCCCN1CCCn1c(=S)[nH]c2ccccc2c1=O (stereo not drawn)	12	9	0	-4	-1	-2	4.1	5	0
CC(C)(C)c1cccc(P(=O)(c2ccccc2)c2ccccc2)c1O	39	11	5	-1	17	4	-0.5	0	-2
O=C(Nc1ccccc1C(=O)Nc1ccccc1)c1cccs1	19	6	1	-3	18	1	-0.5	-3	10
COCCCNC(=O)CCn1c(=O)c2ccccc2n(CC(=O)Nc2ccc(C)cc2C)c1=O	10	3	1	-5	-6	5	-1.2	-3	-9
Cc1ccc(S(=O)(=O)NCCC(=O)NNc2c(F)c(F)cc(F)c2F)cc1	5	8	5	-3	9	-1	-0.6	-2	3
O=c1cc(-c2ccccc2)nc2nc[nH]n12	-14	-1	2	-2	-13	7	3.8	5	-18
C/C(=N\NC(N)=O)c1ccc(Cl)s1	-7	-18	-12	2	6	4	-1.3	4	0
CC(C)NC(=O)c1nn2c(C(F)(F)F)cc(-c3ccco3)nc2c1Cl	0	29	-2	0	13	4	0.1	6	-5
O=C(Nc1nc2c(s1)CCCC2)C1CCCN1C(=O)c1cccs1 (stereo not drawn)	13	9	17	1	19	-3	-1.4	1	-9
Cc1ccc(S(=O)(=O)N2CCN(C(=O)COC(=O)COc3ccc(Br)cc3)CC2)c(C)c1	x	x	-10	x	-10	5	x	-1	x
CN(C)S(=O)(=O)c1ccc(C(=O)OCC2COC(C)(C)O2)cc1 (stereo not drawn)	21	8	-5	-1	5	-6	-1.8	11	1
COc1ccc(S(=O)(=O)Nc2ccc(S(=O)(=O)N3CCOCC3)cc2)cc1	-22	9	6	-1	12	-2	6.3	-3	2
CCC(C)NCCOCCOc1ccc(Cl)c(C)c1C (stereo not drawn)	27	-14	2	1	12	-10	0.4	17	4
O=S(=O)(c1ccc(Cl)cc1)N1CCN=C1SCc1ccc(Cl)c(Cl)c1	12	14	-8	-1	-15	-9	0.0	10	5
Cc1ccc(O)c(NC(=O)C2CCCN2C(=O)OCc2ccccc2)c1 (stereo not drawn)	11	-19	2	-1	20	-14	3.0	-3	6
Cc1cc(C(F)(F)F)nn1CC(=O)N(C)C1CCCCC1	-4	-8	-7	2	-4	-4	1.8	-7	-16
Fc1ccc(-c2nnc(CSc3nnc4ccccn34)o2)cc1	1	-1	-9	0	6	-4	2.5	-29	-20
CCCc1cc(=O)[nH]c(NCCc2ccccc2)n1	-1	13	4	-4	3	-2	3.4	-2	-4
CC(C)C[C@H]1CNC(=S)N1CC1CCN(CCC23CC4CC(CC(C4)C2)C3)CC1	x	x	1	x	11	1	x	7	x
Cc1cc(OCC(O)CN2CCc3ccccc3C2)cc(C(C)C)c1 (stereo not drawn)	-6	-20	16	-3	12	6	1.0	7	-6
Cc1cccc(NC(=S)NNC(=O)c2csc3c2CCC(C)C3)c1 (stereo not drawn)	7	-50	-1	7	23	16	2.9	-7	-42
CCOc1cc(/C=N/N2C(=O)NC3(CCCCC3)C2=O)cc(Br)c1O	-21	-37	-3	0	-2	-16	0.5	-5	0
CCCCNC(=O)CCCCn1c(=S)[nH]c2c([nH]c3ccc(OC)cc32)c1=O	1	1	-5	3	-5	4	-0.9	-2	6
O=C(Cc1noc2ccccc12)NNC(=S)Nc1ccccc1	-7	-20	0	-2	7	16	-0.3	-29	-5
Cc1ccc2nc(C)cc(C(=O)Nc3nccs3)c2c1	11	24	2	-2	8	-4	0.6	2	-5
Cc1occc(=O)c1OCc1c(F)cccc1Cl	-31	-11	0	0	-12	-2	0.4	0	-22

4 entries from above, set out differently:
Screens in order – Mdm2 MdmX PPI	697 NFkB inh	EBI2 antag	XBP1 UPR activ	CCR6 antag	CXCR6 block	CHOP UPR activ	Gli-Sufu antag	Jurkat NFkB inh
Cc1cccc(NC(=S)NNC(=O)c2csc3c2CCC(C)C3)c1 (stereo not drawn)
    7	-50	-1	7	23	16	2.9	-7	-42
CCOc1cc(/C=N/N2C(=O)NC3(CCCCC3)C2=O)cc(Br)c1O
    -21	-37	-3	0	-2	-16	0.5	-5	0
CCCCNC(=O)CCCCn1c(=S)[nH]c2c([nH]c3ccc(OC)cc32)c1=O
    1	1	-5	3	-5	4	-0.9	-2	6
O=C(Cc1noc2ccccc12)NNC(=S)Nc1ccccc1
    -7	-20	0	-2	7	16	-0.3	-29	-5
